TDP1 inh: blocks human tyrosyl-DNA phosphodiesterase 1 | AID 485290 | 350,000 compounds, 0.28% hits | Q9NUW8 | recombinant TDP1, AlphaScreen DNA substrate cleavage | Potency, µM (doses to about 130 µM), inactives show top-dose activity change, negative = inhibition, usual class: inhibitors; also: nearly all actives have a fitted effect of over 40% in size
Target sequence (Q9NUW8 whole entry, looked up): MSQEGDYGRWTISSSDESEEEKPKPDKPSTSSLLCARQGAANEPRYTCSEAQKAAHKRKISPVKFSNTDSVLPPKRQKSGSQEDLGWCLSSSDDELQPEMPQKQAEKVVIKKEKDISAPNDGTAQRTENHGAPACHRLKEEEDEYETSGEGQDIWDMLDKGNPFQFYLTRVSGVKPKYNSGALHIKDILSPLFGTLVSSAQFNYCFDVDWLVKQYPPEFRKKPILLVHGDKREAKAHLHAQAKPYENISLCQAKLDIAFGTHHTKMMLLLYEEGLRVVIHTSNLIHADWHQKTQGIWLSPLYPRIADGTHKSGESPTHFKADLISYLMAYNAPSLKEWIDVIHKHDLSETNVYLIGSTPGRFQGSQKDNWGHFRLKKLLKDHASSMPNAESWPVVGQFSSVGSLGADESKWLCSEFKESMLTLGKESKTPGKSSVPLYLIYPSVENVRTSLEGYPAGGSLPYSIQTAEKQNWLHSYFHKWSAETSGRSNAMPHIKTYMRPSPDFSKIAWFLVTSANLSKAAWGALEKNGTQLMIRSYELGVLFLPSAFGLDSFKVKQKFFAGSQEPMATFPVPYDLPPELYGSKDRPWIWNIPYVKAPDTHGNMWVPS
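Here, a 5' biotin and 3' phosphotyrosine-FITC DNA oligonucleotide reports Tdp1 activity: intact substrate bridges AlphaScreen beads, while cleavage leaves a 3' phosphate and drops signal. All incubations at room temperature.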
DT40 TDP1 no CPT: qHTS for Inhibitors of human tyrosyl-DNA phosphodiesterase 1 (TDP1): qHTS in cells in absence of CPT. DT40 Tdp1-/- hTDP1 cells, no CPT, ATP luminescence, 48 h. 420,000 compounds, 15% hits. Potency, µM (doses to about 46.2 µM), inactives show at the top dose activity change, negative = growth inhibition, most hits filed as inhibitors; also: nearly all actives have a fitted effect of over 55% in size
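Readout: luminescence from CellTiter-Glo after 30 min in the dark at RT. Cells: DT40 Tdp1-/- with stable hTDP1, 400/well. Exposure: compounds alone, ≥48 hr, 37 °C.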
TDP1 cell CPT: growth inhibition of DT40 Tdp1-/-;hTDP1 cells with camptothecin (screen for TDP1 inhibitors); 420,000 compounds, 12% hits; AID 686979; chicken DT40 Tdp1-/-;hTDP1 cells + 20 nM CPT, ATP luminescence, 48 h; Potency, µM (doses to about 46.2 µM), without a hit: at the top dose activity change, negative = growth inhibition, usual class: inhibitors; also: nearly all actives have a fitted effect of over 55% in size
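Chicken DT40 Tdp1-/- cells complemented with human TDP1, 400 cells/well, exposed to compounds plus 20 nM camptothecin for at least 48 h at 37 C; viability read as ATP content by CellTiter-Glo luminescence.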
Numbers without * were called inactive; ? = inconclusive; . = no result given; [ ] = another dose, or the depositor's remark. Calls follow the shape of the dose curve; as a rule, active = well fitted curve in the direction sought with a large enough effect; inconclusive = small, poorly fitted or top-dose-only effect, or another doubt; inactive = no such curve, though single readings can be large; an effect the other way counts as inactive or inconclusive. % is scaled to controls: 0 for no effect and ±100 for the full control effect; potency is read from the fitted curve at half-maximal effect.

SMILES	TDP1 inh	DT40 TDP1 no CPT	TDP1 cell CPT
Cc1ccc(CNC(=O)CN(C(=O)C2(C)CC(=O)N=C3C=CC=CN32)c2ccccc2)cc1 (stereo not given)	1.2%	-1.4%	8.6%
COc1ccc(OC)c(NC(=O)CS(=O)(=O)c2cn(CC(=O)N3CCOCC3)c3ccccc23)c1	6.0%	-0.2%	0.1%
CCOc1cc(S(=O)(=O)NCC2CCCO2)ccc1F (stereo not given)	2.4%	-1.3%	-18.0%
O=S(=O)(c1ccc(F)cc1)N1CCN(C(=S)NCCc2ccccc2)CC1	0.8%	-21.4%	-18.6%
Cc1cc(C)c(NC(=O)c2cc(C(=O)O)ccc2C(=O)O)c([N+](=O)[O-])c1	6.1%	-19.8%	0.7%
O=C(O)c1ccc(-n2nnnc2Oc2cccc3cccnc23)cc1	4.9%	-5.4%	-7.5%
Cc1ccc(NC(=O)c2nnn(-c3cc(C)cc(C)c3)c2N)cc1	0.0%	?	?
COc1ccc([N+](=O)[O-])cc1NC(=O)c1cn(-c2ccc(C)c(C)c2)c(=O)c2ccccc12	-2.7%	-32.1%	-10.5%
COc1cc(/C=C/C(=O)OCC(=O)Nc2ccc3[nH]c(=O)[nH]c3c2)ccc1OC(F)F	.	-6.7%	-5.9%
COc1ccccc1C(=O)OCCNC(=O)Cn1cnc2c1c(=O)n(C)c(=O)n2C	0.0%	-9.7%	0.3%
COc1cc2oc(=O)c(CC(=O)NCc3ccc(OC)c(OC)c3)c(C)c2cc1Cl	4.9%	?	-11.9%
COc1ccc(C(=O)c2c[nH]c(C(=O)NCCCn3ccnc3)c2)cc1	5.9%	24.5%	-3.2%
CCOc1ccc(NC2=NCC(=O)N2Cc2cccs2)cc1	11.5%	0.7%	-7.9%
CC(=O)OCC(=O)NCc1ccc2c(c1)OCO2	-2.0%	-23.3%	-19.7%
CCOC(=O)c1[nH]c2ccccc2c1NC(=O)c1ccccc1OCC	5.9%	0.731µM*	0.651µM*
N#Cc1c(SCC(=O)Nc2cccc(C(F)(F)F)c2)sc2c(O)cc(=O)[nH]c12	-0.4%	1.0%	7.8%
C=CCNc1nc(N)c([N+](=O)[O-])c(NC2CCCCC2)n1	.	-13.0%	?
COc1ccc(N(CC(=O)NC2CCCCC2)C(=O)CCC(=O)Nc2nc(C)cs2)cc1OC	10.4%	-13.6%	-19.5%
COC(=O)C1CCN(C(=O)CSc2nc3nc(C)cc(C)n3n2)CC1	10.9%	-4.1%	-0.4%
O=c1cnc2cnc(Nc3ccccc3)nc2n1CCc1ccccc1	.	?	-6.2%
COc1cccc(C2C(C(=O)c3cc4ccccc4o3)=C(O)C(=O)N2CCN(C)C)c1OC (stereo not given)	.	-11.3%	3.8%
COCC(=O)NC1CC2CCC(C1)N2C(=S)Nc1ccccc1C(=O)OC (stereo not given)	3.0%	-4.1%	-1.9%
COc1ccc(NC2CCCN(C(=O)CN3CCOC3=O)C2)cc1OC (stereo not given)	1.3%	5.3%	-8.0%
COc1ccc(CCNC2CC(=O)N(C)C2=O)cc1OC (stereo not given)	-4.6%	-7.1%	-0.9%
CCOC(=O)CC1=CC(=O)Nc2ccccc2N1	1.0%	-11.6%	-5.8%
CCOC(=O)c1ccc(NC(=O)C23CCC(C)(C(=O)O2)C3(C)C)cc1 (stereo not given)	9.5%	-17.9%	-18.6%
CC(C)(C)NC(=O)N1CCN(S(=O)(=O)c2ccc3c(c2)CCC3)CC1	2.2%	-2.7%	-20.8%
Cc1ccc(S(=O)(=O)Nc2ccc(C(=O)Nc3cc(C)on3)cc2)cc1	0.0%	-15.1%	2.6%
CC(C)N(C(=O)[C@H]1C[C@H](CC(=O)NC(C)(C)C)C(=O)N2CCc3c([nH]c4cc(-c5ccco5)ccc34)[C@]12C)C(C)C	5.5%[56.1 µM]	?	?
CCOC(=O)C1(CCCc2ccccc2)CCN(S(=O)(=O)N(C)C)CC1	.	?	?
CC(C)(C)C(=O)N1CCN(c2nc3ccccc3s2)CC1	1.1%	?	-22.6%
CCOC(=O)c1c(C)[nH]c(C)c1C(=O)COC(=O)Cc1ccc(OC)c(OC)c1	2.4%	-18.4%	3.2%
CCN(CC)C(=O)c1ccc(Nc2nnc(C)c3ccccc23)cc1	2.5%	?	?
COc1ccc2c(c1)[nH]c1c(Cl)ncnc12	-2.6%	?	?
COc1ccc(CCNC(=O)c2cc(S(=O)(=O)N3CCOCC3)cn2C)cc1OC	.	-14.7%	?
Cc1cccc(OCCC(=O)Nc2nnc(C)s2)c1	2.7%	?	10.2%
O=C(Cn1nnc2ccccc2c1=O)Nc1ccc(S(=O)(=O)N2CCOCC2)cc1	0.0%	0.8%	1.0%
O=C(Cc1ccc(NC(=O)C2CCCN(C(=O)C3CCCCC3)C2)cc1)Nc1cccc(C(=O)N2CCCCC2)c1 (stereo not given)	.	-20.7%	-13.0%
Cc1ccc(-c2cc(-c3cccs3)[nH]n2)c(O)c1	6.0%	?	?
Cc1ccc(OC(=O)CCc2c(C)nc3ncnn3c2C)cc1	4.6%	-9.2%	-3.9%
Cc1cc(OC(=O)c2ccccc2)c([N+](=O)[O-])c(=O)[nH]1	2.6%	17.1%	7.7%
COc1ccccc1N1CCN(C(=O)Cn2ncc3c2-c2cc(C)ccc2OC3)CC1	-1.0%	20.6µM*	25.9µM*
CC(=O)Nc1ccc(S(=O)(=O)N(Cc2cccnc2)Cc2cc3ccccc3[nH]c2=O)cc1	2.6%	18.4µM*	16.4µM*
Cc1cc(C2=NNC(=NC3CC3)SC2)c(C)n1-c1ccccc1F	-2.2%	20.6µM*	16.4µM*
Cc1c2cnn(CC(=O)N3CCN(c4ccc(F)cc4)CC3)c(=O)c2c(C)n1Cc1ccccc1F	12.7%	18.4µM*	20.6µM*
Cc1ccc(NC(=S)N(CCCN2CCOCC2)Cc2cccnc2)cc1C	-2.5%	-10.5%	1.2%
COc1ccc(N2CCN(C(=O)c3cccnc3SCc3cccc(Br)c3)CC2)cc1	6.9%	?	?
Cc1cccc(S(=O)(=O)N2CCN(Cc3ccc4c(c3)OCO4)CC2)c1	9.6%	-22.0%	-3.7%
CCCCCCCCC1=NCCc2c1[nH]c1ccccc21	.	20.6µM*	?
O=C(CC1(O)C(=O)Nc2ccccc21)c1ccc2c(c1)OCO2 (stereo not given)	4.7%	-16.1%	-11.5%
COc1ccc(C(=O)O/N=C(\C)c2ccccc2)cc1	3.2%	-1.5%	-1.9%
CC(C)(C)NS(=O)(=O)c1ccc(CCC(=O)NCc2ccccn2)cc1	5.5%	16.9%	-11.8%
O=C1c2ccccc2C(=O)N1CCCCSc1nnc2ccccn12	3.1%	-0.5%	-0.6%
Cc1cccc(S(=O)(=O)NC(=O)C2(C)CCN2C(=O)CC2CCCCC2)c1 (stereo not given)	.	11.5%	1.2%
Cc1ccc(CN2C(=O)c3ccccc3NC2c2ccccn2)cc1 (stereo not given)	2.5%	?	-2.0%
N#Cc1c(SCC(N)=O)nsc1SCc1ccc(Cl)cc1	6.6%	-22.4%	-9.7%
Cc1ccc(S(=O)(=O)N2CCCCC2)cc1NC(=O)C1CC(=O)N(Cc2ccco2)C1 (stereo not given)	0.5%	-13.1%	-18.4%
COc1ccc(CCNC(=O)CSCc2c(F)cccc2Cl)cc1OC	5.4%	?	?
CC1CCc2sc(C(=O)OCC(=O)NC(C)C)cc2C1 (stereo not given)	-2.7%	-12.8%	4.6%
O=S(=O)(c1ccc(-c2ccon2)s1)N1CCCC1	2.7%	-16.9%	-4.3%

Next section:
SMILES	TDP1 inh	DT40 TDP1 no CPT	TDP1 cell CPT
COc1ccc(OC)c(S(=O)(=O)n2nnc3ccccc32)c1	-2.0%	-19.6%	-1.7%
Cc1ccc(NC(=O)CN(C)S(=O)(=O)c2cccc3nsnc23)cc1Cl	2.6%	-25.0%	-16.1%
Cc1ccc(COC(=O)c2nn(-c3ccccc3)nc2N)cc1	.	9.7%	17.2%
COc1ccc(-c2cc(-c3ccccc3)c(C#N)c(S(C)=O)n2)cc1 (stereo not given)	5.6%	3.26µM*	3.26µM*
O=C(O)CCC(=O)N1N=C(c2ccccc2)CC1c1cccs1 (stereo not given)	8.4%	-13.1%	14.0%
CSCC(=O)Nc1cc(C)on1	.	-7.6%	2.4%
O=C(NC(=O)c1cc([N+](=O)[O-])ccc1Cl)C1=C(N2CCCC2)COC1=O	6.3%	-18.1%	?
CCOc1ccccc1NC(=O)Cn1c(=O)n(Cc2nc(C)no2)c(=O)c2ccccc21	2.8%	-18.8%	-10.3%
CCn1cc(C(=O)Nc2cccc(NC(C)=O)c2)c2cc(OC)c(OC)cc2c1=O	5.9%	?	-13.6%
O=C(CCNS(=O)(=O)c1ccccc1C(F)(F)F)NCCCN1CCOCC1	-1.3%	10.2%	-10.7%
Cc1ncc([N+](=O)[O-])n1CCOC(=O)c1ccc(Cl)cc1Cl	7.8%	-14.6%	-20.0%
Cc1ccc(CNC(=O)NC23CC4CC(CC(C4)C2)C3)cc1	-5.3%	?	23.1µM*
CC1(C)OC2CC3C4CCC5=CC(=O)CCC5(C)C4(F)C(O)CC3(C)[C@]2(C(=O)CCl)O1 (stereo not given in full)	-6.8%[56.1 µM]	-19.2%	?
COc1ccc(NC(=O)CCN2C(=O)c3cccc([N+](=O)[O-])c3C2=O)cc1	.	-6.6%	-26.3%
NC(CCC(=O)NC(CS)C(=O)NCC(=O)O)C(=O)O (stereo not given)	.	1.8%	-8.6%
O=C(NCc1cnc2ccccn12)C1CCC(=O)N(Cc2cccc(F)c2)C1 (stereo not given)	2.9%	0.7%	-29.6%
CC1(C)NC(=O)N(CC(O)COc2ccc(N3C(=O)c4ccccc4C3=O)cc2)C1=O (stereo not given)	3.1%	?	-17.7%
CCCOc1ccc(C(=O)Nc2cc(-c3nc4cc(C)cc(C)c4o3)ccc2C)cc1	-4.0%[12.3 µM]	?	6.9%
C=CCNC(=S)NC(=O)c1csc([N+](=O)[O-])c1	-2.5%	-21.9%	-8.5%
Cc1ccc(NCc2n[nH]c(=S)n2-c2ccccc2)cc1Cl	7.9%	-9.3%	8.2%
C=CCn1c(SCC(=O)NCc2ccco2)nc2sc3c(c2c1=O)CCCC3	3.0%	-21.1%	1.6%
N#CCCn1nc(-c2ccc(Cl)cc2)cc1Nc1ccccc1NC(=O)C(F)(F)F	-2.7%	0.8%	-3.9%
COc1ccc(C(=O)/C=C/c2ccccc2OC)c(OC(=O)c2ccc([N+](=O)[O-])cc2)c1	.	?	?
CS(=O)(=O)c1ccc(Cl)c(NC(=O)CSc2nnc(C3CC3)n2C2CC2)c1	1.1%	3.2%	11.3%
CCOc1ccc(CNC(=O)c2cnc3sc(N(CC)CC)nn3c2=O)cc1	7.1%	?	?
COc1cccc(CNC(=O)c2cccs2)c1	10.4%	-19.5%	-24.2%
CN(C)C(=O)/C=C\c1cn(-c2ccccc2)nc1-c1ccc2c(c1)OCCO2	3.6%	?	?
CS(=O)(=O)c1ccc(C(=O)Nc2ccccc2Cl)cc1	-3.8%	0.1%	0.8%
O=C(O)C1C2C=CC3(CN(c4cccc(C(F)(F)F)c4)C(=O)C13)O2 (stereo not given)	7.3%	0.4%	6.7%

Part of the list above, with two lines to a compound:
Below each SMILES – TDP1 inh, DT40 TDP1 no CPT, TDP1 cell CPT
- CC1(C)NC(=O)N(CC(O)COc2ccc(N3C(=O)c4ccccc4C3=O)cc2)C1=O (stereo not given)
→ 3.1%, ?, -17.7%
- CCCOc1ccc(C(=O)Nc2cc(-c3nc4cc(C)cc(C)c4o3)ccc2C)cc1
→ -4.0%[12.3 µM], ?, 6.9%
- C=CCNC(=S)NC(=O)c1csc([N+](=O)[O-])c1
→ -2.5%, -21.9%, -8.5%
- Cc1ccc(NCc2n[nH]c(=S)n2-c2ccccc2)cc1Cl
→ 7.9%, -9.3%, 8.2%
- C=CCn1c(SCC(=O)NCc2ccco2)nc2sc3c(c2c1=O)CCCC3
→ 3.0%, -21.1%, 1.6%
- N#CCCn1nc(-c2ccc(Cl)cc2)cc1Nc1ccccc1NC(=O)C(F)(F)F
→ -2.7%, 0.8%, -3.9%
- COc1ccc(C(=O)/C=C/c2ccccc2OC)c(OC(=O)c2ccc([N+](=O)[O-])cc2)c1
→ ., ?, ?
- CS(=O)(=O)c1ccc(Cl)c(NC(=O)CSc2nnc(C3CC3)n2C2CC2)c1
→ 1.1%, 3.2%, 11.3%
- CCOc1ccc(CNC(=O)c2cnc3sc(N(CC)CC)nn3c2=O)cc1
→ 7.1%, ?, ?
- COc1cccc(CNC(=O)c2cccs2)c1
→ 10.4%, -19.5%, -24.2%
- CN(C)C(=O)/C=C\c1cn(-c2ccccc2)nc1-c1ccc2c(c1)OCCO2
→ 3.6%, ?, ?
- CS(=O)(=O)c1ccc(C(=O)Nc2ccccc2Cl)cc1
→ -3.8%, 0.1%, 0.8%
